Thrombin inh: thrombin (human) inhibition; P00734; alpha-thrombin, Boc-VPR-AMC fluorogenic substrate cleavage; inhibition, % at 5 µM; 0.26% of 220,000 active; AID 1046;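 active = inhibition at or above 40%; inactive = inhibition below 40%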;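 note: 0% = enzyme with no compound and 100% = wells without enzyme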
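System: Human alpha-thrombin protein | Medium: pH 7.5 Tris (50 mM) with NaCl 150 mM, Tween 20 0.05% | Times: Enzyme reaction carried out at room temperature | Detection: AMC fluorescence, 355/460 nm | Evaluation: Percent inhibition scaled between no-compound controls and no-enzyme blanks | Benchmarks: Enzyme without compound as high, wells lacking enzyme as low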
Furin inh: human furin inhibition. P09958. purified furin, fluorogenic substrate cleavage. inhibition, % at 30 µM. 0.061% of 220,000 active. AID 463115; in the data active = inhibition above about 25%; note: inactives centre near -15
14-3-3 Bad inh: disrupts binding of bovine 14-3-3 zeta to phospho-Bad peptide; P63103; TR-FRET 14-3-3zeta/Dy647-pBad peptide displacement, 1 h; inhibition, % at 21.7 µM; 0.71% of 220,000 active; AID 781;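 active = inhibition above about 70%, limit read from the data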;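 note: 0% = full 14-3-3 plus peptide FRET controls and 100% = background without 14-3-3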
Target sequence (P63103 whole entry, looked up): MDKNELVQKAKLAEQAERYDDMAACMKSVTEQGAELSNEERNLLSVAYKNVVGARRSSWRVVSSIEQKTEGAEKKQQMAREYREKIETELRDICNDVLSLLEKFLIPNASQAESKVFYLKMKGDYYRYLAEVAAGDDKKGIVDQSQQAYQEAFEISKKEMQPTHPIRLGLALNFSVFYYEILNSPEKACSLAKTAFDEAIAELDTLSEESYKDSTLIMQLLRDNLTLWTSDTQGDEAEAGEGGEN
EBV gp42 block: blocks Epstein-Barr virus glycoprotein 42 binding. inhibition, % (tested at 21.74 µM). Fluorescence polarization binding assay, mP read-out. 0.42% of 220,000 active. AID 1085. Q1HVG2; in the data active = inhibition above about 50%
Target sequence (Q1HVG2 whole entry, looked up): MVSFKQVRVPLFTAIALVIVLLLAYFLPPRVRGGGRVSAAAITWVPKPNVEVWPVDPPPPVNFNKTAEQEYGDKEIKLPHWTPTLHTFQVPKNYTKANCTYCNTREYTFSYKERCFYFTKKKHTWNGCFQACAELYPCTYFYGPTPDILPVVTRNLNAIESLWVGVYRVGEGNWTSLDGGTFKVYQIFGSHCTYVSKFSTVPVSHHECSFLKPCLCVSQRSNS
Rad51 HR inh: Rad51 (human) homologous recombination inhibition. 0.085% of 200,000 active. hRad51 DNA strand exchange, fluorescence dequenching. Q06609. inhibition, % at 10 µM;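 active = inhibition above 40% at the single screening dose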;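 note: 0% = DMSO control wells and 100% = blanks with heterologous ssDNA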
Target sequence (Q06609 whole entry, looked up): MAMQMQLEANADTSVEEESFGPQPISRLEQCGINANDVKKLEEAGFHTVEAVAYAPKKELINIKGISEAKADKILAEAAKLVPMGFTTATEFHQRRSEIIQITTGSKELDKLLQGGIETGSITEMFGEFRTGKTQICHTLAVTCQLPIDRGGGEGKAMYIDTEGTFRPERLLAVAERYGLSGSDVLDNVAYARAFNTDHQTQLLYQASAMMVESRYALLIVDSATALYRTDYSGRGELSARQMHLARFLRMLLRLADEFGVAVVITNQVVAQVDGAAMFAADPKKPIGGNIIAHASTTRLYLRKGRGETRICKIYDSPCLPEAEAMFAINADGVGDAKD
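Test system: preformed human Rad51 ssDNA filaments; also added: Donor/quencher-labelled 47-bp dsDNA substrate; doses: 10 µM final, single point; times: 37 °C 15-min filament assembly, 30-min compound preincubation, 15-min exchange; detection: FRET fluorescence dequenching, excitation 485 nm, emission 520 nm; read-out basis: Fluorescence-based percent inhibition, control- and blank-normalised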
KCC2 mod: modulates chloride dependent transport by human KCC2 | KCC2 cells, thallium flux FluoZin-2 fluorescence | B-score of Tl+ flux slope (higher = more flux/activation; lower = inhibition) at 10 µM | AID 1456 | 2.2% of 190,000 active | Q9H2X9;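 active = thallium flux slope and its plate-corrected score both differing from the plate sample mean at a set confidence after two filtering rounds, in either direction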;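 note: slope of fluorescence scaled to starting intensity during 10 to 20 s after thallium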
KLK5 inh: inhibitors of human kallikrein 5; AID 873; 0.59% of 210,000 active; recombinant hK5, fluorogenic AMC substrate cleavage; Q9Y337; inhibition, % at 5 µM;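 active = inhibition of 40% or more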;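 note: 0% = enzyme controls without compound and 100% = no-enzyme blanks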
Target sequence (Q9Y337 67-293 limits assumed): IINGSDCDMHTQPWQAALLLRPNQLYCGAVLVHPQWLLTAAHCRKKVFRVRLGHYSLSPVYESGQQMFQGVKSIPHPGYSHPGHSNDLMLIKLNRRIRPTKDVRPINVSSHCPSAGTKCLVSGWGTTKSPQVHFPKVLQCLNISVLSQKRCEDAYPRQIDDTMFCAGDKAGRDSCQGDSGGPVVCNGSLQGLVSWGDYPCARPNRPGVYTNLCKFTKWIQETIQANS
eIF4E 4G PPI: eIF4E/eIF4G interaction inhibition in translation initiation; P63073+Q04637; TR-FRET eIF4E-eIF4GI(517-606) binding, 2 h; inhibition, % at 21.7 µM; 0.37% of 220,000 active;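 note: 0% = full FRET control wells and 100% = background wells lacking eIF4GI fragment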
NCF1 inh: blocks human p47phox regulatory protein of NADPH oxidases. P14598. p47phox/p22phox peptide binding, fluorescence polarization, 2 h. inhibition, % at 24.7 µM. 0.53% of 220,000 active. AID 1274;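 note: 0% = p47phox with labelled peptide and 100% = labelled peptide alone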
* = called active by the depositor; . = no result given; [ ] = dose if it differs, or a comment.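 Rule for the calls, unless noted: active = inhibition above about 30% (limit read from the data); inactive = the rest.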

SMILES	Thrombin inh	Furin inh	14-3-3 Bad inh	EBV gp42 block	Rad51 HR inh	KCC2 mod	KLK5 inh	eIF4E 4G PPI	NCF1 inh
COC(=O)Cn1nc(-c2ccccc2)c2ccccc21	0	-17	-8	6	0	0.49	2	0	-9
CCOC(=O)c1sc(NC(=O)c2cc3ccccc3o2)nc1C	-2	-15	-3	6	3	0.41	-18	1	1
CCCC(C)c1nnc(NC(=O)CN2C(=O)c3ccccc3C2=O)s1 (stereo unspecified)	-2	-27	0	-12	-3	1	3	-1	-2
Nc1cccnc1Sc1cccc(Cl)c1	-1	-13[20 µM]	2	4	-38	1.7	11	7	-2
NC(=O)[C@@H]1[C@@H]2C(=O)N(c3ccc(F)cc3)C(=O)[C@@H]2[C@H]2C=Cc3ccccc3N21	1	-31	1	32	-73	-0.96	7	3	-41
O=C(c1cccc(Cl)c1)C1CCCN(Cc2ccc(N3CCNC3=O)cc2)C1 (stereo unspecified)	-6	-8	0	4	.	0.52	-7	-2	1
C#CCOCCOCCOCCNc1nc(N2CCN(C(=O)[C@H]([C@@H](C)CC)n3cc([C@@H](N)Cc4ccc(O)cc4)nn3)CC2)nc(N2CCN(C(=O)[C@H](Cc3cc4ccccc4[nH]3)n3cc([C@@H](N)C(C)CC)nn3)CC2)n1 (stereo partly specified)	3	-25	8	-5	.	-0.16	6	-5	19
O=c1c2cn[nH]c2[nH]c(=S)n1-c1ccccc1	-1	-21[20 µM]	-17	-14	3	0.00011	-13	-4[fluorescence artefact?]	-10
COc1ccc(-c2nc(SC)n(C(=O)c3ccco3)n2)cc1	80*	4[20 µM]	4[fluorescence artefact?]	-23	-7	0.61	29	3	-16
Cc1ccc(S(=O)(=O)NC2=NCN(CCOC(=O)c3ccccc3)CN2)cc1	3	-1[20 µM]	4	-19	2	.	-2	6	-2
CC12C=CC3(CN(Cc4ccccc4)C(=O)C3C1C(=O)NCc1ccco1)O2 (stereo unspecified)	-3	-4	11	-26	-1	.	-2	-2[fluorescence artefact?]	-13
O=C(O)COC(=O)C1C(c2ccccc2)C(C(=O)O)C1c1ccccc1 (stereo unspecified)	-2	-16	-12	-9	-8	-0.39	20	3	-3
Cc1ccnc(NC(=O)CCC2CCCCC2)c1	0	-32[20 µM]	0	-1	4	.	-5	-9	-7
CN(Cc1ccco1)C(=O)C(Cc1ccccc1)NS(=O)(=O)c1ccc2c(c1)CCC(=O)N2 (stereo unspecified)	0	-15	1	-11	2	1.7	-6	-5	-6
Cc1cccc(OCc2nnc(SCC(=O)N3CCc4ccccc43)n2C)c1	-2	-6	4	-19	-4	-0.72	-28	-4	-10

3 compounds already listed, sorted by their value in KLK5 inh, largest number first:
mol	KLK5 inh
COc1ccc(-c2nc(SC)n(C(=O)c3ccco3)n2)cc1	29
CCCC(C)c1nnc(NC(=O)CN2C(=O)c3ccccc3C2=O)s1 (stereo unspecified)	3
Cc1ccnc(NC(=O)CCC2CCCCC2)c1	-5

Remaining list, next part
SMILES	Thrombin inh	Furin inh	14-3-3 Bad inh	EBV gp42 block	Rad51 HR inh	KCC2 mod	KLK5 inh	eIF4E 4G PPI	NCF1 inh
CC(=O)N1Cc2ccccc2C(C)CC12CCCCC2 (stereo unspecified)	1	-23	-5	-2	.	-0.85	-1	-2	-15
Cc1c(Cl)cccc1N/C(=N/S(=O)(=O)c1cccs1)c1ccccc1	-3	-8	1	3	.	-2	.	2	0
COc1ccc(-c2[nH]ncc2/C=C(/C#N)C(=O)NC2CCCCC2)cc1	-1	-6[20 µM]	3	-4	-10	-1.2	-5	-13	-6
CCC(C)[C@H]1CNC(=S)N1CCc1cc(C(F)(F)F)cc(C(F)(F)F)c1 (stereo partly specified)	2	-24	-8	-5	-1	0.5	2	-4	-6
Cc1csc(NC(=O)CSc2nnc(-c3ccco3)n2C)n1	2	-15	13	-12	-8	-1.4	5	-11	-6
CC(=O)Nc1ccc(N2C(=O)CC(N3CC(C)OC(C)C3)C2=O)cc1 (stereo unspecified)	-1	-5	.	-20	-2	0.58	13	.	-3
O=C(NCc1ccc2c(c1)OCO2)c1ccc(CSCc2ccccc2Cl)o1	-4	-6	4	-21	0	-0.59	11	-2	1
CCN(CC)S(=O)(=O)c1ccc2c(c1)nc(CCC(=O)OCC(=O)Nc1c(F)cccc1F)n2C	-2	-3	-10	-5	.	-0.59	-8	0[fluorescence artefact?]	-10
CCOC(=O)CNC(=S)N1CCn2c(nc3ccccc32)C1	-2	-20	1	-3	21	-2.9	-26	2	-6
O=C(Nc1ccc(Br)cc1)C1CCC(=O)N1Cc1ccccc1Cl (stereo unspecified)	2	-16	-5	-19	0	-0.62	-22	7	-2
CCCNC(=O)c1nc(C)n(-c2cc(Cl)cc(Cl)c2)n1	-6	-31	-10	7	0	-0.6	0	-1	-12
Cc1noc(C)c1COC(=O)c1ccc2c(c1)OCCO2	2	-24[20 µM]	-8	-5	-11	0.84	-9	-2	-6
CNc1ccc(Br)cc(C(=O)/C=C/c2ccc(Cl)cc2Cl)c1=O	-5	-21	14	29	-73	.	3	5	-47
COc1ccccc1NC(=O)COC(=O)c1cnccn1	-1	10[20 µM]	5	-93	0	-0.34	3	-7	-11
CCOC(=O)c1cnc2ccccc2c1Nc1ccc(C(=O)O)cc1	-9	-14	0	-10	-2	-0.44	3	0	-2
CCCN(CCC)C(=O)CSc1nc2n[nH]c(C)c2c(=N)n1-c1ccc(OC)cc1	-1	-16	-3	-6	.	-0.62	0	0	-4
CCOc1ccc2[nH]c3c(=O)n(CCC4=CCCCC4)cnc3c2c1	0	2	-1	-29	-14	0.71	7	-3	-2
O=C(Nc1ccc(C(F)(F)F)cc1)c1cc(S(=O)(=O)NCC2COc3ccccc3O2)ccc1F (stereo unspecified)	-1	-9	-1[fluorescence artefact?]	7	.	-0.21	-19	-2	-4
O=C1C(=O)N(CNc2cccnc2)c2ccccc21	-15	-14	-1	-9	-6	0.071	11	0	-1
CC1=C(C(=O)N2CCCC(CCC(=O)NCc3ccc(F)c(F)c3)C2)OCCO1 (stereo unspecified)	-11	-22	0	-22	2	-0.46	-3	3	0
COc1cc(C2c3c(-c4ccccc4)n[nH]c3C(=O)N2c2ccc(C(=O)O)cc2)ccc1O (stereo unspecified)	2	-20	4	-19	7	-1.3	3	0[fluorescence artefact?]	-8
O=C1c2ccccc2C(=O)c2c1cccc2N1CCN(CCO)CC1	1	-3[20 µM]	-8[fluorescence artefact?]	29	-1	0.16	-1	9[fluorescence artefact?]	-5
CCCCOc1ccc(CNC(=S)N/N=C/c2ccc(OC)c(OC)c2)cc1	-2	-19[20 µM]	-15	10	-11	1.5	-4	-10	-3
CCc1cc(C(=O)OC)c(NC(=O)CC2NCCNC2=O)s1 (stereo unspecified)	4	16[20 µM]	-2	-11	5	0.0031	-2	7	-18
CCOc1ccc(-n2c(SC)nc3c(c2=O)SCC3)cc1	11	-13	1[fluorescence artefact?]	-4	-8	-0.22	-28	2	-3
CC(C)OC(=O)CC(=O)c1sc2nc3c(cc2c1N)CN(C)CC3	1	-20	5	69*	-294	0.47	4	1[fluorescence artefact?]	-5
CCSc1nnc(NC(=O)CSc2nnc(Cc3cccn3C)n2CCc2ccccc2)s1	2	1[20 µM]	-6	-8	-1	0.75	-23	0[fluorescence artefact?]	-15
CCOC(=O)c1sc(NC(=O)CSc2ncccn2)c(C#N)c1C	-7	-18[20 µM]	6	-11	-2	-0.13	-8	-2	-20
N#CCCN(C1CCCCC1)S(=O)(=O)CCOc1ccccc1	-2	-15	1	-10	-6	-0.92	-7	3	-6
COc1ccc(NC(=O)C2CCCN(S(=O)(=O)c3cccc4cccnc34)C2)cc1OC (stereo unspecified)	1	-15	-9	-8	2	-0.15	-5	1	-5
CC(=O)Nc1ccc(C(=O)N/N=C/c2cc(Br)cc(Br)c2O)cc1	-1	-23	0	-21	-16	0.46	7	9	-13
COc1ccc(N(C(=O)COc2ccccc2)C2C=CS(=O)(=O)C2)c(OC)c1 (stereo unspecified)	1	-16	-4[fluorescence artefact?]	-6	0	0.036	-42	-5	-1
CCOCCCNC(=O)CCCC1=NS(=O)(=O)c2ccccc2N1	0	-22	-4[fluorescence artefact?]	-11	.	0.48	-6	-5	1
C(=C\c1ccccn1)/c1ccccn1	-5	0	-3	-4	-9	0.3	-2	-2	-12
CC(=O)c1ccc(Oc2cnccn2)cc1	-7	-15	-16	1	12	-0.84	8	0	-1
O=C(O)[C@H]1CCCC[C@H]1C(=O)NCCc1ccccc1	6	-16[20 µM]	-9	-12	0	.	-10	-3	-7
Cn1c(SCc2cc([N+](=O)[O-])cc3c2OCOC3)nnc1-c1ccccn1	-8	-17	-19	0	1	-0.25	2	-1	0
CC(CC(=O)Nc1ccccc1)n1ccnc1 (stereo unspecified)	-14	-6	6	-3	-5	1.3	-9	-2	7
Cc1ccccc1Oc1ncnc(N)c1[N+](=O)[O-]	3	-28	-8	-6	5	0.066	0	-1	-1
CCCN(C(=O)c1cc2c(s1)CCC2)c1c(N)n(Cc2ccccc2)c(=O)[nH]c1=O	-7	-13	12	31	-12	0.65	1	21	1
O=C1CN(S(=O)(=O)c2ccc(Cl)cc2)CC(=O)N1CCc1ccccc1	0	-25[20 µM]	-18[fluorescence artefact?]	-17	-2	.	4	-10	-12
O=C(CN1CCN(c2ccc(F)cc2)CC1)NC(=O)NCc1ccco1	11	-16	-8	2	6	0.74	1	7	5
CCOc1cc(CNCCc2ccc(S(N)(=O)=O)cc2)ccc1OCc1ccc(Cl)cc1	-1	-8[20 µM]	-3	-17	-7	-0.59	-25	1	-7
CCCCOc1ccc(C(=O)Nc2ccc(C)cc2[N+](=O)[O-])cc1	-7	-19	0	-10	11	-0.29	-5	2	-12
COc1ccc(C(=O)N2CCn3c2nc2ccccc23)cc1	-2	-14	-6	-10	3	.	12	0	-3

Profiles, looked up by structure. Values in the order: Thrombin inh | Furin inh | 14-3-3 Bad inh | EBV gp42 block | Rad51 HR inh | KCC2 mod | KLK5 inh | eIF4E 4G PPI | NCF1 inh
Entry for C(=C\c1ccccn1)/c1ccccn1 = -5 | 0 | -3 | -4 | -9 | 0.3 | -2 | -2 | -12
Entry for CCCCOc1ccc(C(=O)Nc2ccc(C)cc2[N+](=O)[O-])cc1 = -7 | -19 | 0 | -10 | 11 | -0.29 | -5 | 2 | -12
Entry for CCOCCCNC(=O)CCCC1=NS(=O)(=O)c2ccccc2N1 = 0 | -22 | -4[fluorescence artefact?] | -11 | . | 0.48 | -6 | -5 | 1
Entry for O=C(O)[C@H]1CCCC[C@H]1C(=O)NCCc1ccccc1 = 6 | -16[20 µM] | -9 | -12 | 0 | . | -10 | -3 | -7

(list continues)
SMILES	Thrombin inh	Furin inh	14-3-3 Bad inh	EBV gp42 block	Rad51 HR inh	KCC2 mod	KLK5 inh	eIF4E 4G PPI	NCF1 inh
CC(C)c1nc2cc3ccccc3cc2[nH]1	5	-17	2	-25	-5	.	-4	8[fluorescence artefact?]	8
CCOc1ccc(C2c3cc(OC)c(OC)cc3CC(=O)N2c2ccc(OC)cc2)cc1 (stereo unspecified)	1	-7[20 µM]	-22	-6	.	.	-1	1	-3
Cc1ccc(NC(=S)Nc2ccc3cn[nH]c3c2)cc1C	18	-5	0	-11	-10	0.54	12	-4	-7
O=C(CN(CCc1ccccc1)S(=O)(=O)c1ccc(Br)cc1)N/N=C/c1ccc2c(c1)OCO2	3	-28	-10[fluorescence artefact?]	-18	3	-0.35	-4	4	3
O=[N+]([O-])c1ccc(NC(=S)N2CCN(c3ccccc3)CC2)cc1	-3	-9	-6[fluorescence artefact?]	1	-8	0.25	11	-4	-1
CCc1cccc(C)c1NC(=S)N(CCOC)C(C)c1ccco1 (stereo unspecified)	-5	-3	-1	4	17	-0.87	-4	-6	-9

Screening data: PubChem BioAssay, several laboratories
